5HT1E antag: antagonists of human 5-HT1E serotonin receptor. inhibition, % at 6 µM. P28566. hit rate 0.99% among 65,000. CHO 5-HT1E Ga15 NFAT-bla reporter, FRET, antagonist;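 active = inhibition above a set limit, the mean inhibition across every tested compound plus 3 SD, cut at about 29% in these data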;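 also: signal is the 460 over 535 nm emission ratio of beta-lactamase substrate; 0% = agonist plus DMSO wells and 100% = wells without agonist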
Target sequence (P28566 whole entry, looked up): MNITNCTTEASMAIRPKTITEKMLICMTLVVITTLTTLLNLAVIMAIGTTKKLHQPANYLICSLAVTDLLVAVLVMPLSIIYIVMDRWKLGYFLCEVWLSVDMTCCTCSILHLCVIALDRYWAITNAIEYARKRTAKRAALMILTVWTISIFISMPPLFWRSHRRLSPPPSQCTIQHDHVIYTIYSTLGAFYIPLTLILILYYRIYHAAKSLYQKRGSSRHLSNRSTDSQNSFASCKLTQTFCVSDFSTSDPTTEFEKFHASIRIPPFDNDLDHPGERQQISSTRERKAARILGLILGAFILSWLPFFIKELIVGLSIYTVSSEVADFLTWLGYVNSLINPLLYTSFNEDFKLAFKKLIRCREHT
M1 ag: M1 muscarinic receptor agonism; B-score at 10 µM; CHO-M1 cells, Fluo-4 calcium fluorescence, agonist mode; stronger effect = higher value; hit rate 3% among 64,000; AID 626;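 active = fluorescence rise, raw or as B-score row- and column-corrected plate score, outside the 99.7% band of its plate's samples, either direction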
HEK293 NFkB inh: lowers PMA/ionomycin-induced NF-kB signal in HEK293 cells | HEK-293 NF-kB luciferase reporter, luminescence | inhibition, % at 3 µM | hit rate 0.21% among 62,000 | AID 465;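 active = inhibition above the mean of all tested compounds plus 3 SD, cut at about 40% in these data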;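 also: 0% = stimulated DMSO wells and 100% = 10 µM reference inhibitor 5653914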
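Timing: 1 h pretreatment, 16 h stimulation, 37 °C; system: HEK-293 cells with stable firefly luciferase reporter driven by four HIV NF-kB elements; doses: 3 µM once, 0.30% DMSO; measured by: luciferase luminescence; control set: DMSO and 10 µM reference inhibitor; repeats: single test; reagent: PMA plus ionomycin mix as NF-kB-activating stimulus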
Jurkat viability: cytotoxic compounds reducing Jurkat cell viability. hit rate 1.2% among 56,000. Jurkat E6.1 viability, ATP luminescence, 48 h. inhibition, % at 4 µM. AID 463;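 active = inhibition above the mean inhibition of all tested compounds plus 3 SD, cut at about 28% in these data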
S1P3 agonist: activates the human S1P3 receptor. Q99500. S1P3 NFAT-BLA reporter cells, agonism, FRET ratio; relative to 1 µM S1P, basal subtracted. activation, % at 4.5 µM. hit rate 0.1% among 60,000. AID 373;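 active = activation above the screen-wide mean plus 3 SD, cut at about 4.5% in these data, passing the limit was not always enough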; also: some compounds called inactive have numbers as strong as hits
Target sequence (Q99500 whole entry, looked up): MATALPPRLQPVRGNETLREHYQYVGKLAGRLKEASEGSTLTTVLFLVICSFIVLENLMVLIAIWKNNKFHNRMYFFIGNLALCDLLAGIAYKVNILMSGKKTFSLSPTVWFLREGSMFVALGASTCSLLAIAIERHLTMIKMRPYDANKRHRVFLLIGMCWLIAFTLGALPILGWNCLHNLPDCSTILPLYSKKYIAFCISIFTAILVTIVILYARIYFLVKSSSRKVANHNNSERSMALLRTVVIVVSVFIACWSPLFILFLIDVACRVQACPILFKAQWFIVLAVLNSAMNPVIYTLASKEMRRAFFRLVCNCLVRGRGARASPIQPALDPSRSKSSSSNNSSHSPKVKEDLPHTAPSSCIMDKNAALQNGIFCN
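Material: Human S1P3 NFAT-BLA reporter CHO cells | Incubation: Overnight plating, 4 h compound 37 °C, 2 h substrate RT | Signal: FRET β-lactamase substrate fluorescence, excitation 405 nm, 460/535 nm emission ratio, background-subtracted | Compound: 4.5 µM final, single dose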
Her2 expr inh: Her2 kinase expression inhibition; P04626; SKBR-3 HER2 protein level, AlphaScreen, 18-24 h; stronger effect = lower value; HER2 level % of control, % at 10 µM; hit rate 0.69% among 65,000;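 active = HER2 level under 5% of the carrier-only control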;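 also: 100% = DMSO carrier and 0% = 500 nM PU-H71 HSP90 inhibitor; lower value means stronger loss of Her2 protein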
M1 antagonist: blocks the rat M1 muscarinic receptor response to acetylcholine; hit rate 3.4% among 64,000; CHO-M1 cells, Fluo-4 calcium, ACh EC80 antagonist mode; stronger effect = lower value; P08482; AID 628; B-score at 10 µM;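 active = calcium fluorescence response, raw or row-and-column corrected B-score, differing from the plate sample mean either way at a set confidence level, mostly lower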
S1P1 ag pot: S1P1 (human) agonism or agonism potentiation; P21453; S1P1 CRE-bla cells, forskolin, beta-lactamase FRET, potentiator mode; S1P1 agonist co-added at EC20, 2 nM; 100% = saturating reference agonist, 0% = basal; activation, % at 9.5 µM; hit rate 0.57% among 56,000; AID 449;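 active = activation above a cutoff set at the mean activation of all tested compounds plus 3 SD, cut at about 54% in these data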;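 also: forskolin at 4 µM as EC80 and the EC20 agonist is SEW2871; 100% = SEW2871 at its EC100 plus forskolin at EC80; some compounds past the cut are filed as inactive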
HTR1E agonist: agonists of human 5-HT1E serotonin receptor; P28566; CHO 5-HT1E Ga15 NFAT-bla reporter, FRET; 0% DMSO wells, 100% control agonist wells; activation, % at 6 µM; hit rate 0.69% among 65,000;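 active = activation above a set limit, the screen-wide mean activation plus 3 SD, cut at about 8.5% in these data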;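 also: 100% = positive control agonist at 1 µM giving full maximal response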
* marks the source's active call; other numbers are inactive results; . = no result given.

SMILES	5HT1E antag	M1 ag	HEK293 NFkB inh	Jurkat viability	S1P3 agonist	Her2 expr inh	M1 antagonist	S1P1 ag pot	HTR1E agonist
Cc1nnc(Sc2nc3ccccc3o2)c2ccccc12	19	0.45	5	8	-1.2	52	0.48	47	-1.1
Cc1c(C(=O)NCc2ccc3c(c2)OCO3)oc2ccc(S(=O)(=O)N3CCCCCC3)cc12	11	0.77	13	.	.	81	-0.24	.	-1.5
CN(C)c1ccc(-c2nn3c(-c4ccc(Cl)cc4)nnc3s2)cc1	-10	0.19	.	.	-6.6	122	-0.84	-5	-0.5
O=C(NC1CCS(=O)(=O)C1)C1CCCCN1S(=O)(=O)c1ccc(Cl)cc1 (centres undefined)	-8	0.31	12	.	.	204	-3.4*	.	0.4
O=C(OCC(O)CN1CCCCC1)C12CC3CC(CC(C3)C1)C2 (centres undefined)	-3	0.25	14	1	-1.3	138	-0.19	-15	0.3
Cn1c(=O)c2c3c(sc2n2c(SCc4ccc5c(c4)OCO5)nnc12)COC(C)(C)C3	5	-0.64	3	-9	-0.6	103	-0.6	-11	0.6
COc1ccc2[nH]cc(C(=O)CN3CCN(C(=O)c4ccco4)CC3)c2c1	0	-0.98	1	-5	-0.7	107	0.23	-7	0.0
CC1(C)C2CCC1(C)C(OC(=O)CC(=O)O)C2 (centres undefined)	-11	0.017	.	.	-0.9	127	1.5	-6	-0.1
Cc1cccc(C)c1NS(=O)(=O)c1ccc(F)cc1	0	-0.57	15	-2	-1.2	100	0.035	-14	-0.1
Cc1cc(NC(=O)c2ccc3nc(-c4ccccc4)c(-c4ccccc4)nc3c2)no1	-13	-0.32	-38	0	1.1	74	0.34	-20	0.6
COc1ccccc1-n1cnc2cc(NCc3ccco3)ccc21	34*	0.0072	26	58*	-1.1	69	-0.089	12	-1.6
O=C(CSc1nnnn1C1CCCCC1)NCc1ccco1	-1	0.86	-2	-8	0.2	78	0.64	6	-0.3
C=CCN(C(=O)Nc1ccc(Cl)cc1)C1CC(=O)N(c2ccc(OC)cc2)C1=O (centres undefined)	-7	0.38	14	-2	-0.5	87	-0.29	-4	-0.3
CCCCN1C(=O)C2ON(c3ccccc3C)C(c3ccco3)C2C1=O (centres undefined)	3	0.19	8	3	-1.4	111	-0.94*	0	0.1
CCOC(=O)C1=C(C)Nc2ncnn2C1c1cc(OC)ccc1OC (centres undefined)	-7	-0.002	3	1	0.5	81	0.9	-22	-0.5
CC(C)C(=O)N=c1sc2cc(F)cc(F)c2n1C	-12	0.56	9	1	-1.0	58	1.1	-13	0.6
CCN(CC)S(=O)(=O)c1ccc(OC(C)C)nc1	10	0.22	4	8	0.1	114	-0.25	5	-0.2
O=C(Cn1ncc2c(=O)oc3ccccc3c21)N1CCCN(Cc2ccccc2F)C1	9	6*	19	12	-1.5	100	-0.88	-6	0.5
COc1cc2c(cc1OC)CN(C(=O)CC1CC3CCC1C3)CC2 (centres undefined)	-7	-0.17	3	-1	0.3	102	-0.0069	0	-0.9
Cc1ccc(-n2nc(C)c(C3C(C#N)=C(N)OC4=C3C(=O)CC(C)(C)C4)c2Cl)cc1 (centres undefined)	0	0.084	12	2	0.6	68	0.71	26	-0.5
Cc1c(-c2ccc(F)cc2)nc(N)c(C#N)c1-c1ccco1	29*	-1.9	14	-4	0.3	83	-0.41	-49	0.1
CCN1CCN(c2ncnc3c2cnn3-c2ccccc2)CC1	1	-0.89	-11	5	-0.8	113	-0.52	-5	0.5
COc1cccc(C(=O)Nc2cc(=O)n(C)c(=O)n2C)c1OC	6	-0.46	-5	-2	-1.2	98	-3.8*	-16	0.8
CC(C)CC(=O)NC1(C(F)(F)F)C(=O)Nc2c1c(=O)[nH]c(=O)n2Cc1ccco1 (centres undefined)	-4	-0.74	2	-5	0.3	84	0.12	-3	0.1
NC(=O)CSc1nnc2n(-c3ccccc3)c(=O)c3c4c(sc3n12)CCCCC4	1	-0.11	.	.	-1.3	11	-0.001	-5	1.2
CC(CNC(=O)c1cncc(O)c1)NC(=O)c1cncc(O)c1 (centres undefined)	-2	-0.52	19	4	-0.6	106	-0.37	0	0.1
O=C(NC12CC3CC(CC(C3)C1)C2)N1CCN(S(=O)(=O)c2ccc(Cl)cc2)CC1	-1	-0.9	3	-3	-0.9	68	0	-15	0.3
COc1ccc(OC)c(C(=O)COC(=O)c2cc(C)oc2C)c1	0	1.4	3	0	-1.5	68	0.23	10	0.1
Cc1nc2n(n1)CC(O)CS2 (centres undefined)	-4	1	-6	-3	0.2	147	0.23	-8	1.4
Cn1cccc1C(=O)OCC(=O)Nc1cc(C(C)(C)C)nn1-c1ccccc1	3	-0.49	9	2	-0.4	82	-0.4	-16	-0.1

Entries listed so far shown as hits in M1 antagonist:
structure | 5HT1E antag | M1 ag | HEK293 NFkB inh | S1P3 agonist | Her2 expr inh | M1 antagonist | S1P1 ag pot | HTR1E agonist
O=C(NC1CCS(=O)(=O)C1)C1CCCCN1S(=O)(=O)c1ccc(Cl)cc1 (centres undefined) | -8 | 0.31 | 12 | . | 204 | -3.4* | . | 0.4
CCCCN1C(=O)C2ON(c3ccccc3C)C(c3ccco3)C2C1=O (centres undefined) | 3 | 0.19 | 8 | -1.4 | 111 | -0.94* | 0 | 0.1
COc1cccc(C(=O)Nc2cc(=O)n(C)c(=O)n2C)c1OC | 6 | -0.46 | -5 | -1.2 | 98 | -3.8* | -16 | 0.8

Just Her2 expr inh and Jurkat viability, for 3 of the compounds above:
| SMILES | Her2 expr inh | Jurkat viability |
| --- | --- | --- |
| CC(C)CC(=O)NC1(C(F)(F)F)C(=O)Nc2c1c(=O)[nH]c(=O)n2Cc1ccco1 (centres undefined) | 84 | -5 |
| NC(=O)CSc1nnc2n(-c3ccccc3)c(=O)c3c4c(sc3n12)CCCCC4 | 11 | . |
| CC(CNC(=O)c1cncc(O)c1)NC(=O)c1cncc(O)c1 (centres undefined) | 106 | 4 |

The list continues:
SMILES	5HT1E antag	M1 ag	HEK293 NFkB inh	Jurkat viability	S1P3 agonist	Her2 expr inh	M1 antagonist	S1P1 ag pot	HTR1E agonist
CC(=O)CC(=O)NC(=NC1CCCCC1)Nc1nc(C)cc(C)n1	9	-0.56	5	2	-1.1	96	-2.9*	-17	0.2
CCOC(=O)NC(NC(=O)OCC)C(=O)c1ccccc1	-5	.	4	3	-0.5	108	.	0	0.1
CCC(=O)N1CCNC(=O)C1CC(=O)Nc1ccc(C)c(Cl)c1 (centres undefined)	12	0.62	6	6	-1.4	95	-0.28	-18	-1.8
CCCCCn1c(SCCCC)nc2c1c(=O)[nH]c(=O)n2C	8	-0.43	2	-3	0.4	94	0.41	-34	0.1
Cn1cccc1C(C(=O)NC1CCCCC1)N(C(=O)Cc1cccs1)c1ccc2c(c1)OCCO2 (centres undefined)	2	.	-1	1	-0.7	80	.	2	-1.7
O=C(NCc1ccccc1)N(Cc1cc2cc3c(cc2[nH]c1=O)OCCO3)CC1CCCO1 (centres undefined)	9	0.75	18	12	-1.8	81	-0.32	-2	-0.4
O=C(Nc1cccnc1)Nc1ccc2c(c1)OCO2	-8	-0.24	-21	2	-0.4	106	0.28	7	-1.0
Cc1noc(C)c1COC(=O)c1ccc2ccccc2n1	-16	-0.95	6	-5	1.1	84	0.41	0	0.1
COc1ccc(C2CC(C(F)(F)F)n3nc(C(=O)NCCN4CCOCC4)cc3N2)cc1 (centres undefined)	2	-0.85	9	0	-1.6	102	0.25	-13	-0.1
N#C/C(=C\c1ccc[nH]1)S(=O)(=O)c1ccccc1	1	0.84	22	7	-0.5	106	-1.1	13	-1.6

The list goes on, overlapping the part above by 2 compounds.
SMILES	5HT1E antag	M1 ag	HEK293 NFkB inh	Jurkat viability	S1P3 agonist	Her2 expr inh	M1 antagonist	S1P1 ag pot	HTR1E agonist
COc1ccc(C2CC(C(F)(F)F)n3nc(C(=O)NCCN4CCOCC4)cc3N2)cc1 (centres undefined)	2	-0.85	9	0	-1.6	102	0.25	-13	-0.1
N#C/C(=C\c1ccc[nH]1)S(=O)(=O)c1ccccc1	1	0.84	22	7	-0.5	106	-1.1	13	-1.6
Cc1c(C(=O)N2CCCC2)oc2c1-c1[nH]ncc1CC2	-2	0.18	3	2	-0.7	102	0.086	-16	1.4
COc1ccccc1-c1noc(-c2ccccc2C(=O)N2CCOCC2)n1	-4	.	18	-4	-0.6	107	.	-6	0.1
C=CCn1c2ccccc2c2nnc(SC(CC)C(=O)Nc3nc(C)c(C(=O)OCC)s3)nc21 (centres undefined)	1	1.4	19	-1	-0.6	95	0.9	-59	-0.6
c1coc(C2Nc3ccccc3-c3nc4ccccc4n32)c1 (centres undefined)	2	-0.34	0	.	.	.	-0.91	.	-0.6
CCOC(=O)c1ccc(NCc2ccc(N(C)C)cc2)cc1	-9	0.35	0	0	-0.1	86	-0.067	10	0.2
COc1ccc(N(CC(=O)NCc2cccc(OC)c2)S(=O)(=O)c2c(C)noc2C)cc1	-4	2.5	-12	-5	-0.5	84	-2.1	-5	0.9
Cc1ccc(NC(=O)c2ocnc2C)cc1Cl	6	-0.17	-23	.	.	81	0.0037	.	0.5
CC(=O)NC(CCS(C)(=O)=O)C(=O)Nc1cc(C)on1 (centres undefined)	-1	0.26	-5	1	-0.1	64	1.6	-7	0.6
Cn1nnc2cc(C(=O)N3CCSCC3)ccc21	0	-0.34	2	-2	-0.3	111	0.73	.	-1.4
CN(c1ccc(C(=O)NCC2CCCO2)cc1)S(=O)(=O)c1ccccc1 (centres undefined)	-3	-0.87	7	-4	-1.0	78	-0.3	-37	0.0
O=C(O)c1cccc(Cn2cc(Br)cn2)c1	-6	-0.72	18	-2	-0.8	103	-0.86	-1	0.0
COc1ccc(CNc2oc(COc3ccc(Cl)cc3)nc2C#N)cc1	17	-1.1	.	.	-2.8	142	-0.15	11	-0.7
COc1cc(/C=N/n2c(SC)nnc(C(C)(C)C)c2=O)ccc1O	3	-0.08	11	-6	-0.9	86	0.46	-23	1.7
O=C(O)CCC1=C2c3ccccc3CCN2C(=O)CC1	6	-0.99	14	8	-0.8	90	0.7	-4	-0.6
CCOC(=O)c1c(CN2CCCCC2)n(C)c2cc(Br)c(OC)cc12	-9	1.2	5	-1	0.0	99	-0.55	-9	0.1
O=C(c1cccs1)N(CC1CCCO1)c1nc(-c2ccccc2)cs1 (centres undefined)	4	-0.16	17	5	-0.5	45	0.41	17	0.3
Cc1c2c([n+]3n1CCC3)CC(C)(C)CC2=O	-10	-0.078	.	.	-0.5	87	-0.041	6	-0.7
O=C(CCn1nnc2ccccc21)Nc1nnc(-c2ccccc2F)s1	4	-0.051	2	-2	-0.9	75	0.19	10	-0.4
CCCNC(=O)c1ccccc1NC(=O)CN(c1ccccc1OCC)S(C)(=O)=O	-5	-0.033	17	3	0.3	106	-0.36	8	0.4
Cc1ccc(C(=O)CS(C)(=O)=O)cc1	-2	.	17	2	-1.2	89	.	-7	-0.6
